ssDAF12 agonist – S. stercoralis DAF-12 activation, primary screen | HEK293 ssDAF-12/GRIP1 lit1-tk-luc reporter, luminescence; % of 3 µM dafachronic acid response | activation, % at 6.8 µM | hit rate 1% among 370,000 | AID 652126;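 active means activation above the mean over all tested compounds plus 3 SD, cut at about 0.9% in these data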;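 further: 0% = DMSO-only wells and 100% = 3 µM delta7-dafachronic acid wells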
PLCb3 inh – PLC-beta3 (human) inhibition, primary screen; Q01970; Purified PLC-beta3, fluorogenic substrate, fluorescence; inhibition, % at 12.2 µM; hit rate 0.18% among 370,000; in the data active means inhibition above about 11%;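 further: 0% = median of compound wells on plate and 100% = full blocker control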
Target sequence (Q01970 whole entry, looked up): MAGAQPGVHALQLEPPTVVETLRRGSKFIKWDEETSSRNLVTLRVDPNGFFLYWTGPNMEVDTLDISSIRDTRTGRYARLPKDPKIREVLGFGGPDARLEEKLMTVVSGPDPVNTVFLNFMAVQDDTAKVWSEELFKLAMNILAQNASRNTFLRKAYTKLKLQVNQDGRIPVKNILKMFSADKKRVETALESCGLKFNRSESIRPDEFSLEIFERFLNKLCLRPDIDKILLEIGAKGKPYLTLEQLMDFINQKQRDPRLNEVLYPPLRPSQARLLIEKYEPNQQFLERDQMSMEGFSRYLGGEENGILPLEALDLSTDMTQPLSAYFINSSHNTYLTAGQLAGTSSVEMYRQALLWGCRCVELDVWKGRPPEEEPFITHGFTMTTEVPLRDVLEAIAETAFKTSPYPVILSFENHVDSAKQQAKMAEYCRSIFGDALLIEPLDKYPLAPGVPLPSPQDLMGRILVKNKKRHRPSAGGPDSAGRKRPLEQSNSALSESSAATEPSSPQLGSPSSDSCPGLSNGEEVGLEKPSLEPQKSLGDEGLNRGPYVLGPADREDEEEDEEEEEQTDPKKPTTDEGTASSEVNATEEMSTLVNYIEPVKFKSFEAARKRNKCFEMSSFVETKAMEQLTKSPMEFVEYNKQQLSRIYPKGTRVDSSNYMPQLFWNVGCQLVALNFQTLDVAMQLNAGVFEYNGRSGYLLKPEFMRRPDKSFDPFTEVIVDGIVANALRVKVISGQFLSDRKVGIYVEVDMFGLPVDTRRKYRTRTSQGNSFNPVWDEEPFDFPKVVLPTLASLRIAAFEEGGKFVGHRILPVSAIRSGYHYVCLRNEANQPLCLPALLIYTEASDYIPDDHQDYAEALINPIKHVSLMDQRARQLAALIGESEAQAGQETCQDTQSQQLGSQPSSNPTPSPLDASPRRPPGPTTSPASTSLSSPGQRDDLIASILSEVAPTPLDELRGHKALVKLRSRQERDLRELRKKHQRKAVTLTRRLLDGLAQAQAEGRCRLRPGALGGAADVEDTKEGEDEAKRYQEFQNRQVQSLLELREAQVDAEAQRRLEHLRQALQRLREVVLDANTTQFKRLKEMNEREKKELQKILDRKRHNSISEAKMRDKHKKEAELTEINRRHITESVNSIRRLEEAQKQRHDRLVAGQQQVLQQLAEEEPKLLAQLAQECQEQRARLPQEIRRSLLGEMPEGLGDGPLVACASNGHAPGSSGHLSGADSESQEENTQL
HGIII-sPLA2 inh – Inhibits HGIII-sPLA2 liposome hydrolysis, primary screen; QFRET BODIPY PC-A2 liposome hydrolysis, fluorescence; hit rate 0.56% among 370,000; inhibition, % at 12.2 µM; Q9NZ20;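 active means inhibition above mean plus 3 SD of compounds lying within the high and low control bounds, cut at about 19% in these data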;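 further: 0% = median of test compound wells and 100% = no enzyme DMSO wells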
hgDAF12 agonist – activates the H. glycines DAF-12 receptor ligand-binding domain; activation, % at 6.8 µM; hit rate 1.8% among 370,000; AID 687014; HEK293 GAL4-hgDAF12 UAS-luciferase reporter, agonist luminescence; normalized to butyrate control;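 active means activation above a cutoff set at the mean of all screened compounds plus 3 SD, cut at about 10% in these data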;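 further: 0% = DMSO wells and 100% = sodium butyrate wells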
ADAM17 inh – ADAM17 inhibition, QFRET primary screen; P78536; recombinant ADAM17, EDANS/DABCYL FRET peptide cleavage; inhibition, % at 6.95 µM; hit rate 0.83% among 370,000;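 active means inhibition above the mean of compounds lying between control limits plus 3 SD, set per campaign, cut at about 8.5% in these data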;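 further: 0% = DMSO-only wells as the low control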
GAA850 FXN act – increases GAA850 frataxin promoter reporter activity | AID 540364 | hit rate 0.56% among 360,000 | activation, % at 6 µM | HEK293 lucGAA850 FXN promoter luciferase reporter, 24 h; percent of 10 µM SAHA response;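 active means activation above the average of all compounds screened plus 3 SD, cutoff fixed separately per campaign, cut at about 7.5% in these data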;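 further: 0% = DMSO wells and 100% = 10 µM SAHA wells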
PLCg1 inh – PLC-gamma1 (human) inhibition, primary screen; P19174; purified PLC-gamma1, fluorogenic substrate, fluorescence; inhibition, % at 12.2 µM; hit rate 0.84% among 370,000; AID 720700; in the data active means inhibition above about 9.5%
ADAM10 inh – inhibitors of human ADAM10; inhibition, % at 7 µM; hit rate 0.62% among 370,000; recombinant ADAM10, EDANS/DABCYL FRET peptide cleavage, 3 h; O14672; AID 720582;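 active means inhibition above a per-campaign cutoff equal to the mean of compounds falling between control-based bounds plus 3 SD, cut at about 20% in these data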;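 further: 0% = DMSO wells while the 100% control is not disclosed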
DAX1 inh-1 – blocks DAX1 repression of SF-1 activated StAR promoter | AID 652010 | inhibition, % at 6.8 µM | HEK293T StAR-luciferase reporter, SF-1/DAX-1 repression relief | hit rate 1.1% among 370,000;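 active means inhibition above the mean over all tested compounds plus 3 SD, cut at about 3.6% in these data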;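 further: 0% = DAX-1 cells with DMSO and 100% = cells lacking DAX-1 with DMSO; higher inhibition means more luminescence from relief of DAX-1 repression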
hcDAF-12 act – activates DAF-12 receptor from parasite H. contortus; HEK293 hcDAF-12 lit1-tk-luc reporter, luminescence; 0% DMSO, 100% Δ7-dafachronic acid; activation, % at 6.8 µM; hit rate 1.4% among 370,000;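 active means activation above the mean of all tested compounds plus 3 SD, cut at about 5.5% in these data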;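 further: 100% = response to 3 µM Δ7-dafachronic acid high control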
DAX1 inh-2 – inhibitors of human orphan nuclear receptor DAX1 (NR0B1). P51843. HEK293 Gal4-DAX1 luciferase reporter, luminescence. inhibition, % at 6.75 µM. hit rate 0.99% among 340,000. AID 504766;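 active means inhibition above the mean over all tested compounds plus 3 SD, cut at about 4.2% in these data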;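 further: 0% = DAX1-transfected cells with DMSO and 100% = empty-vector control cells with DMSO; inhibition shows as a rise in luminescence from relieved DAX1 repression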
Active calls of the source: *; i = inactive; nt = not tested or not shown. Outcome played no part in choosing rows; overall some 6.9% were active at least once.

SMILES	ssDAF12 agonist	PLCb3 inh	HGIII-sPLA2 inh	hgDAF12 agonist	ADAM17 inh	GAA850 FXN act	PLCg1 inh	ADAM10 inh	DAX1 inh-1	hcDAF-12 act	DAX1 inh-2
CC(C)CN(C(=O)COc1ccc(-c2nnco2)cc1)C1CCS(=O)(=O)C1 (stereo not given)	-1.1	-7	-1	3.4	-2	0.8	-3	-8	0.8	-0.6	1.2
Cc1cc(C(O)c2ncc(-c3cccc(F)c3)[nH]2)ccc1F (stereo not given)	-0.3	5	-7	1.9	2	0.0	2	-12	-0.6	-0.5	nt
Cc1c(Cl)cccc1NC(=O)c1cccc(OC(F)F)c1	-1.2	5	-2	1.8	1	-0.3	3	6	0.9	-0.2	-0.3
COc1ccc(-c2cn3cccnc3n2)cc1NC(=O)CC(C)C	-1.5	i	1	0.4	-105	1.8	i	-331	0.1	0.8	0.8
COc1ccc(C2=Nn3c(nnc3-c3ccccc3OC)SC2)cc1OC	-1.5	6	-7	-9.4	0	7.0	6	0	3.5	-4.1	-4.2
CN(Cc1ccccc1)C(=O)c1ccc(NC(=O)Cc2ccc(NC(=O)C3CCN(C(=O)c4ccccc4)CC3)cc2)cc1	-1.7	6	-27	-3.1	6	-0.9	3	5	0.8	-1.1	-0.2
COc1ccc(CN2CCN(S(=O)(=O)c3ccc(NC(C)=O)cc3)CC2)cc1	-2.0	-3	-4	-5.6	1	-2.0	6	12	-1.4	-2.5	-1.7
O=C(N/N=C/c1ccccc1)NC1CCCCC1	-0.7	2	-10	5.7	0	8.6*	5	2	0.2	1.0	-0.4
COc1cccc2cc(C(=O)C3=C(O)C(=O)N(c4cc(C)on4)C3c3cccs3)oc12 (stereo not given)	-0.6	-51	-1	1.0	-4	-0.2	-21	-16	-0.7	-0.9	-0.5
Cc1ccc(F)cc1C(=O)N1CCOCC1c1cc(C(=O)NCc2ccccc2)no1 (stereo not given)	-0.9	-6	9	-2.8	-3	0.0	-1	-10	-2.7	3.9	nt
CC1CN(C(=O)c2ccc(Oc3ccccc3)cc2)CC(C)O1 (stereo not given)	-1.9	-14	9	-1.5	-6	0.5	2	-3	-0.8	-1.3	-1.0
Cc1ccccc1C(=O)Nc1ccc(N2CCOCC2)nc1	-0.8	3	1	6.5	-3	1.3	3	1	0.8	-1.0	2.3
O=C1C2C(c3ccccc3)C=CC(c3ccccc3)C2C(=O)N1C1CCCCC1 (stereo not given)	-0.5	0	-4	-0.4	-3	-1.9	-3	-4	0.7	-0.1	0.4
Cc1cc(N)n(Cc2cccs2)n1	-1.6	3	4	-2.9	-2	-1.1	1	-5	0.7	-1.3	0.0
CN1CCN(C2CN(C3CCCC3)S(=O)(=O)C2)CC1 (stereo not given)	-1.0	2	0	-0.2	0	nt	-1	5	0.0	0.4	nt
Cc1ccc(N2C(=O)C(Cl)=C(N3CCOCC3)C2=O)cc1Cl	-1.4	-3	2	1.7	-2	1.3	-3	-7	-1.0	-0.3	0.3
CC(C)C[C@@H](NC(=O)[C@H]1CCCN1C(=O)Cc1ccccc1)C(N)=O	-1.7	-2	-4	1.3	-1	2.0	2	-2	0.1	-0.4	0.4
COc1cc(NC(=O)c2cccs2)c(C(=O)OCC(=O)NC(=O)NC(C)(C)C)cc1OC	-1.4	-13	-1	2.2	-2	-0.2	-11	10	0.2	-0.3	0.7
O=C(Cn1cnc2ccccc2c1=O)c1ccccc1	-1.0	4	-5	2.6	2	-0.2	3	2	1.2	1.2	0.7
FC(F)(F)c1cccc(OCc2nnc3n2CCC3)c1	-1.6	-2	-1	1.8	0	0.7	4	-7	-0.1	-1.5	-1.8
Cc1nc2cccc(C(=O)NC3CCCCC3)c2o1	-1.0	-39	4	-0.4	-42	-0.1	-33	-162	-0.4	-2.2	-1.6
COC(=O)c1ccc(-n2cncn2)c(F)c1	-1.2	-1	2	2.1	-5	1.2	2	-6	-0.3	-1.0	-0.3
Cc1cccc(CSc2cccc3cccnc23)c1	-1.4	-100	-1	-2.4	-33	25*	-66	-187	-2.1	-1.2	-1.9
N#CC[C@H](Cc1ccccc1)N1CC[C@@H](NC(=O)OCc2ccccc2)CCC1=O	-0.7	-4	4	1.0	0	0.5	2	0	-0.7	-1.9	1.7
CCn1cc(C(=O)NCc2cccs2)c(=O)c2ccc(C)nc21	-1.0	-2	-1	1.6	-3	1.4	2	-1	-0.1	-1.1	0.3

Going on with the list:
SMILES	ssDAF12 agonist	PLCb3 inh	HGIII-sPLA2 inh	hgDAF12 agonist	ADAM17 inh	GAA850 FXN act	PLCg1 inh	ADAM10 inh	DAX1 inh-1	hcDAF-12 act	DAX1 inh-2
CCCCSCc1ccc(C(=O)O)o1	-1.5	-2	0	1.7	-4	-1.8	-1	-1	0.5	0.9	0.5
COCCNC(=O)C1Nc2ccc(OC(F)(F)F)cc2C2C=CCC12 (stereo not given)	-1.1	-55	0	0.1	-9	-0.8	-54	-35	-0.5	-0.6	1.7
COc1cc(-c2nn3c(-c4cccc(C)c4)nnc3s2)cc(OC)c1OC	-1.9	-3	5	0.7	-3	2.4	-3	-8	-1.2	-0.1	0.7
O=C(Cc1ccccc1)NNC1CC(=O)N(c2ccc(Br)cc2)C1=O (stereo not given)	-0.3	0	-12	-2.8	2	-1.1	-1	-4	0.2	0.8	2.8
CC(=O)NC(=O)COC(=O)c1ccc2ncsc2c1	-0.8	-2	10	-0.8	-5	0.9	2	-10	0.4	-2.0	3.1
O=C(NCC1CCCO1)c1[nH]c(C(F)(F)F)nc1-c1ccccc1 (stereo not given)	-0.7	2	5	2.6	-5	nt	-4	-7	-0.4	0.3	nt
CS/C(Nc1cc(Cl)ccc1Cl)=C(/C#N)C(=O)c1ccco1	-0.2	-17	-29	8.7	1	3.1	-7	3	1.8	3.9	-2.9
O=C(CSc1nc2ccccc2s1)N1c2ccccc2Sc2ccccc21	-0.7	2	-26	-1.4	5	0.1	3	8	-0.7	1.4	0.6
COc1cc(C(=O)NCC(c2ccco2)N2CCc3ccccc32)cc(OC)c1OC (stereo not given)	-1.4	4	10	-2.4	2	-4.2	-2	-5	-3.9	-2.7	-0.2
Cc1nnc2nc(-c3ccccc3)nc(-c3ccccc3)n12	-1.3	-3	11	-2.5	0	2.8	0	-15	0.4	-2.5	0.8
COc1cc2c(cc1OC)C(COc1ccc3c(C)cc(=O)oc3c1)N(C(=O)c1ccco1)CC2 (stereo not given)	-1.5	-1	0	2.2	-4	-2.3	-1	-9	-0.5	0.2	-0.1
CCN(CC)CCSc1nc2ccccc2c(=S)n1-c1ccccc1	-1.6	5	-6	-2.5	1	nt	2	3	-0.8	1.2	nt
CCOCCCNC(=O)C(c1ccc(OC)cc1)N(Cc1cccs1)C(=O)c1ccccc1O (stereo not given)	-1.8	4	-17	-1.2	1	0.5	-2	1	-0.4	-0.5	0.9
O=C(Cn1cnc2cc(Cl)ccc2c1=O)Nc1ccc2c(c1)OCO2	-0.3	-1	-1	2.9	-2	-1.6	1	6	-0.6	-0.5	0.1
CCOc1ccc(Cl)cc1/C=N/NC(=O)CNC(=O)c1ccccc1	-1.4	-3	-3	2.3	-6	-5.2	-5	-16	-0.6	-2.1	0.0
Cc1cc(Cl)ccc1OCC(=O)Nc1ccccc1C(=O)N1CCOCC1	-0.9	-2	-5	0.1	0	1.8	2	-13	0.1	-0.6	-0.6
CCN(c1ccccc1)S(=O)(=O)c1ccc(Cl)c(NC(=O)CSc2nnc(C)s2)c1	-1.8	-6	-23	-4.6	-2	-0.3	3	-4	0.0	-1.5	0.4
O=C1NC(=S)N/C1=C\c1ccc(N2CCOCC2)cc1	-1.4	-244	0	3.0	2	2.8	-217	7	0.3	-0.7	1.1
COc1cccc(-c2noc(-c3cccs3)n2)c1	1.4*	2	-2	15*	-1	5.0	4	3	4.0*	6.9*	1.7
Cc1ccc(NC(=O)COC(=O)Cc2c[nH]c3ccccc23)cc1F	0.2	-6	-87	3.8	5	-0.8	-3	1	-0.2	4.2	3.1
CS(=O)(=O)Nc1ccc2c(c1)C(=O)OC2	-0.8	1	0	-0.1	-2	-0.6	-3	-7	-0.2	-1.1	1.3
Cc1cc(C)nc(NC(=O)c2ccc(C)o2)n1	-1.0	-14	7	0.6	-3	-0.7	-6	-17	-0.2	0.6	0.1
c1cncc(-c2ccnc3ncnn23)c1	-0.7	0	-2	-1.8	-4	1.9	-2	-11	0.0	1.1	0.1
Cc1cc(C)nc(NS(=O)(=O)c2ccc(N)cc2)n1	-1.5	1	-1	-2.1	-9	-0.2	0	-6	-0.2	-1.9	-0.5
CC(C)CCN(C)C1CCN(C(=O)Nc2ccc(Cl)cc2)CC1	0.2	0	-4	-0.3	3	nt	0	0	0.2	-1.9	nt

The list continues:
SMILES	ssDAF12 agonist	PLCb3 inh	HGIII-sPLA2 inh	hgDAF12 agonist	ADAM17 inh	GAA850 FXN act	PLCg1 inh	ADAM10 inh	DAX1 inh-1	hcDAF-12 act	DAX1 inh-2
CC(C)N(Cc1nc(-c2ccccc2)no1)C(=O)C(Cl)(Cl)Cl	-1.8	-2	-3	1.9	-2	0.8	0	1	-0.9	0.1	0.9
Cc1cnc(NC(=O)c2cc3c(C)nn(Cc4ccccc4Cl)c3s2)s1	-0.8	-26	-1	-1.0	1	3.7	-25	-13	0.1	-1.9	-1.7
N#CCCn1c(-c2nonc2NC(=O)c2ccccc2Cl)nc2ccccc21	-0.7	0	7	-3.0	-4	3.9	-2	-1	0.0	-0.9	0.8
CCCOc1ccccc1N/C(=N/c1nc(C)cc(C)n1)NC(=O)COc1ccc(OC)cc1	-0.9	0	2	2.0	-4	-2.0	-3	3	-0.3	-0.1	2.1
Cc1ccc(C)c(Cn2nnc3c(=O)[nH]c(C(=O)NCc4ccco4)nc32)c1	-1.4	-2	-7	4.9	-5	1.8	-1	-5	-0.2	-1.6	0.3
CN(CCC#N)C(=O)COc1ccc(Br)cc1Cl	-0.2	0	0	2.4	-1	0.1	-1	-5	-0.6	0.0	1.0
CCC(c1nnnn1-c1c(C)cccc1C)N1CCN(c2cccc(C(F)(F)F)n2)CC1 (stereo not given)	-0.9	-3	8	0.5	-2	nt	0	-15	-0.1	-0.6	nt
COc1ccc(C(CNC(=O)c2cc(S(=O)(=O)Nc3cccc(C)c3)ccc2C)N2CCCC2)cc1 (stereo not given)	-0.8	-3	-27	-0.8	10*	-2.5	11*	3	4.5*	0.5	0.7
COc1ccc(OC)c2c1cc(C(=O)N[C@@H](C)C(=O)N[C@@H](C(=O)O)c1ccccc1)n2C	-1.0	-64	-3	-1.1	-4	-0.3	-50	-7	0.2	0.5	-0.8
O=C(CN(C(=O)CCC(=O)Nc1nccs1)c1cccc(F)c1)NCc1ccc(F)cc1	-1.1	3	3	0.1	0	-1.9	3	-2	0.5	-1.2	1.9
O=C(NCCc1ccc(F)cc1)C1CCC(=O)N(CC2CCCCC2)C1 (stereo not given)	-0.7	2	-3	2.6	-2	0.2	-2	-2	-0.1	-0.7	0.6

Compound activity: PubChem BioAssay, The Scripps Research Institute Molecular Screening Center
